MmCpn inh: M. maripaludis TRiC chaperonin inhibition; AID 504842; Potency, µM (highest dose often 76.9 µM), for the others: at the highest dose activity, negative = inhibition, most hits filed as inhibitors; purified Mm-Cpn ATPase, ADP Transcreener TR-FRET; hit rate 0.031% among 330,000; also: potency is read from the fitted curve at half-maximal effect; % is scaled to controls: 0 for no effect and ±100 for the full control effect; nearly all actives have a fitted effect of over 80% in size
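TR-FRET (320 nm excitation; 590 and 665 nm emission) reports ADP made from 10 uM ATP by 25 nM enzyme; compounds were preincubated 10 min, reaction run 30 min, both at 37°C.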
CCT modulator: modulators of cytosolic chaperonin (CCT/TRiC) activity; purified chaperonin ATPase assay, HTRF ADP detection, 30 min; hit rate 0.3% among 360,000; AID 651819; activity change, % (test concentration not listed), hits read low; in the data active = activity change below about -30%; also: % is scaled to controls: 0 for no effect and ±100 for the full control effect
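We incubate TRiC, 40 or 20 nM final, with library compounds at 76 uM and 10 uM ATP for 30 min at 37 °C. ADP formed is detected with Transcreener HTRF reagents after 30 min at room temperature.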
Abeta rescue: A-beta toxicity reversal in yeast. Potency, µM (top dose mostly 46.1 µM), for the others: at the top dose growth rescue, usual class: activators. yeast expressing A-beta42, growth rescue, OD600, 48 h; response scale: 0% DMSO, 100% iron-clioquinol control. AID 1347071. hit rate 0.063% among 410,000; also: potency is read from the fitted curve at half-maximal effect; nearly all actives have a fitted effect of over 55% in size
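Yeast growth medium received pinned compounds, then yeast cells expressing toxic A-beta were added; plates incubated at 30 C for 48 hr. Growth read as absorbance at 600 nm, normalized to DMSO and equimolar FeCl3 plus clioquinol controls.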
A549 tox: kills or reduces viability of A549 cells in Nrf2 counter-screen; A549 ARE-Fluc cells, CellTiter-Fluor viability, 18-24 h; Potency, µM (doses to about 46 µM), without a hit: at the highest dose activity change, negative = cytotoxicity, hits mostly inhibitors; hit rate 0.16% among 390,000; also: potency is read from the fitted curve at half-maximal effect; % is scaled to controls: 0 for no effect and ±100 for the full control effect
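A549 ARE_Fluc cells in 5% FBS OPTI-MEM were exposed to compounds in concentration-response for 18-24 h at 37 deg C. Viability was read by CellTiter-Fluor fluorescence (Ex 405/Em 525) after 30 min, before the luciferase read.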
Nrf2 block: inhibitors of Nrf2 signaling | A549 ARE-Fluc reporter, luciferase luminescence, 18-24 h | Potency, µM (top dose mostly 46 µM), for inactives: top-dose activity change, negative = inhibition, hits mostly inhibitors | hit rate 2.1% among 360,000 | AID 504444; also: potency is read from the fitted curve at half-maximal effect; % is scaled to controls: 0 for no effect and ±100 for the full control effect; nearly all actives have a fitted effect of over 60% in size
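Nrf2 function is reported as luminescence of an ARE-controlled luciferase in A549 cells. Compounds were tested at several concentrations, and a CellTiter-Fluor read on the same wells flagged cytotoxicity.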
HepG2 tox: kills HepG2 cells in TGF-b inhibitor counter-screen; HepG2 CAGA-GFP viability, ATP luminescence, 18 h; Potency, µM (titrated, usually from 46.1 µM), for the others: at the highest dose activity change, negative = cytotoxicity, most hits filed as cytotoxic; hit rate 0.76% among 410,000; also: potency is read from the fitted curve at half-maximal effect; some results filed as inactive show a strong effect at the top dose
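CellTiter-Glo luminescence gave cytotoxicity after 18 hours at 37 degrees C. The cells were HepG2 CAGA-GFP in 1% FBS DMEM, stimulated with 500 pg/mL TGF-beta after compound addition. %Activity was normalised to no-cell wells (complete cell-killing) and DMSO (no toxicity), and curves were fitted and classified.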
TGFb inhibitor: inhibitors of TGF-b signaling; HepG2 CAGA-GFP TGF-b/SMAD3 reporter, GFP fluorescence, 18 h; TGF-beta stimulated, 500 pg/mL final; Potency, µM (series often up to 46.1 µM), for the others: top-dose activity, negative = inhibition, usual class: inhibitors; hit rate 1.2% among 410,000; AID 588855; also: potency is read from the fitted curve at half-maximal effect; % is scaled to controls: 0 for no effect and ±100 for the full control effect; nearly all actives have a fitted effect of over 65% in size
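Using HEPG2 CAGA-GFP reporter cells at 1000 cells/well, we pinned test compounds, stimulated with recombinant TGF-beta (500 pg/mL final) and measured total well GFP after 18 h.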
Nrf2 ARE act: activates Nrf2 signaling; AREc32 ARE-luciferase reporter (MCF7-derived line), luminescence, 24 h; AID 624171; hit rate 0.31% among 410,000; Potency, µM (top dose mostly 46.1 µM), without a hit: at the highest dose activation, hits mostly activators; also: potency is read from the fitted curve at half-maximal effect; % of control where 0% means no effect; nearly all actives have a fitted effect of over 65% in size
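Nrf2 activation is followed as ARE-luciferase induction in the AREc32 line after one day of compound treatment; luminescence is read with Steady-Glo.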
pAkt inh: Akt phosphorylation inhibition; activity change, % for hits at 50 µM; AID 651550; hit rate 0.32% among 360,000; Neuro2A IGF-stimulated pAkt S473 HTRF, 20 min; stronger effect = lower value; in the data active = activity change below about -80%; inconclusive = mostly about -51% to -80%; also: % is scaled to controls: 0 for no effect and ±100 for the full control effect
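Neuro2A cells in DMEM with 0.5% FBS, overnight at 37 deg C, given compound at single 50 µM final, then IGF (6 nM final) for 20 min at 37 deg C. Lysed; phospho-Akt Ser473 by HTRF after 24 h, 665/615 ratio.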
An asterisk follows results filed as active; & = joins results of further samples. Unless noted, calls follow the shape of the dose curve; as a rule, active = well fitted curve in the direction sought with a large enough effect; inconclusive = small, poorly fitted or top-dose-only effect, or another doubt; inactive = no such curve, though single readings can be large; an effect the other way counts as inactive or inconclusive.

CCOC(=O)C1CCCN(Cc2c(Cl)cccc2Cl)C1 (stereo not given) was read as CCT modulator 1.0, Abeta rescue -1.2%, A549 tox -18.7%, Nrf2 block -25.5%, HepG2 tox -6.3%, TGFb inhibitor -10.7%, Nrf2 ARE act 1.9% and pAkt inh inactive.
For Cc1ccsc1CN(C(=O)c1oc2ccccc2c1C)C1CCS(=O)(=O)C1 (stereo not given) the results were Abeta rescue 5.2%, A549 tox -11.1%, Nrf2 block inconclusive, HepG2 tox -28.2% and Nrf2 ARE act 6.6%.
For O=C(/C=C/[C@H]1O[C@@H](n2cnc3c(NC(=O)c4ccccc4)ncnc32)[C@H](O)[C@@H]1O)NCc1ccccc1 the results were CCT modulator -0.5, Abeta rescue -10.6%, HepG2 tox 15.6%, TGFb inhibitor 6.3%, Nrf2 ARE act 0.4% and pAkt inh inactive.
`N#Cc1nc(-c2cccs2)oc1NCc1ccco1` gave MmCpn inh -6.5%, CCT modulator 3.1, Abeta rescue -19.2%, A549 tox -7.8%, Nrf2 block inconclusive, HepG2 tox -0.7%, TGFb inhibitor -20.1%, Nrf2 ARE act inconclusive and pAkt inh inactive.
Nc1cc2c(cc1N)-c1ccccc1C2 was read as CCT modulator -0.8, Abeta rescue -3.0%, A549 tox -4.0%, Nrf2 block 1.2%, HepG2 tox -9.7%, TGFb inhibitor 8.9%, Nrf2 ARE act 5.1% and pAkt inh inactive.
COc1ccc(CNc2ccc3c(c2)ncn3-c2ccccc2OC)cc1 was read as MmCpn inh -2.7%, CCT modulator 2.4, Abeta rescue 7.3%, A549 tox -29.9%, Nrf2 block 18.4µM*, HepG2 tox -27.0%, TGFb inhibitor -21.7%, Nrf2 ARE act 4.0% and pAkt inh inactive.
Cc1cccc2nc(CNC(=O)C3CCC(=O)N(Cc4ccccc4F)C3)cn12 (stereo not given) was read as MmCpn inh 0.3%, CCT modulator -4.1, Abeta rescue 14.4%, A549 tox -5.5%, Nrf2 block 7.8%, HepG2 tox 2.7%, TGFb inhibitor -0.5%, Nrf2 ARE act 0.0% and pAkt inh inactive.
O=C(NN1CCOCC1)c1ccc(Cl)cc1[N+](=O)[O-] was read as MmCpn inh 0.0%, CCT modulator 3.4, Abeta rescue 7.0%, A549 tox 1.3%, Nrf2 block -16.2%, HepG2 tox 0.0%, TGFb inhibitor -5.1%, Nrf2 ARE act -0.3% and pAkt inh inactive.
Screening CC1(C)CC(N2CCCCC2)=CC(=[N+]2CCCCC2)C1 returned MmCpn inh 2.2%, CCT modulator -4.8, Abeta rescue -1.2%, A549 tox -21.3%, Nrf2 block 2.31µM*, HepG2 tox -15.8%, TGFb inhibitor 0.0%, Nrf2 ARE act -0.3% and pAkt inh inactive.
Screening CCC(C)NS(=O)(=O)c1ccc(OC)c(Cl)c1Cl (stereo not given) returned MmCpn inh -1.7%, CCT modulator -1.2, Abeta rescue 2.2%, A549 tox -1.0%, Nrf2 block -3.5%, HepG2 tox -22.8%, TGFb inhibitor 0.0%, Nrf2 ARE act 0.4% and pAkt inh -122.1%*.
For Cc1noc(C)c1/C=N/Nc1ccc2ccccc2n1 the results were MmCpn inh -3.6%, CCT modulator -2.5, Abeta rescue -0.6%, A549 tox 1.2%, Nrf2 block inconclusive, HepG2 tox -28.8%, TGFb inhibitor 2.4%, Nrf2 ARE act inconclusive and pAkt inh inactive.
For CCOC(=O)N1CCN(C2CC(=O)N(c3ccc(Oc4ccccc4)cc3)C2=O)CC1 (stereo not given) the results were MmCpn inh -0.3%, CCT modulator 0.8, Abeta rescue 22.9%, A549 tox -1.8%, Nrf2 block 0.3%, HepG2 tox 7.5%, TGFb inhibitor -5.4%, Nrf2 ARE act -0.1% and pAkt inh inactive.
For CCSc1nc(-c2ccccc2OC)nc2c1Cc1c(CO)cnc(C)c1O2 the results were Abeta rescue -10.0%, A549 tox 8.3%, Nrf2 block -23.8%, HepG2 tox -22.7%, TGFb inhibitor -15.9% and Nrf2 ARE act 3.7%.
`CC1CN(C(=O)CSc2nnc(-c3ccc(Cl)cc3)n2C)CC(C)O1` (stereo not given) gave MmCpn inh 0.8%, CCT modulator -4.3, Abeta rescue -12.8%, A549 tox 9.7%, Nrf2 block 16.5%, HepG2 tox -4.8%, TGFb inhibitor inconclusive, Nrf2 ARE act 0.3% and pAkt inh inactive.
Screening COc1ccc(NC(=O)Cn2cc(C(=O)C3CC3)c3ccccc32)cc1 returned MmCpn inh -0.5%, CCT modulator -0.6, Abeta rescue 6.7%&-24.1%, A549 tox -3.1%&-5.2%, Nrf2 block -2.1%&6.6%, HepG2 tox -15.8%&-93.4%, TGFb inhibitor inconclusive, Nrf2 ARE act 0.2%&0.3% and pAkt inh inactive.
CS(=O)(=O)c1ccc(NS(=O)(=O)c2ccc(Cl)c(C(=O)NC3=NCCS3)c2)cc1 was read as MmCpn inh 1.8%, CCT modulator 0.3, Abeta rescue 5.6%, A549 tox 7.0%, Nrf2 block -22.7%, HepG2 tox 20.2%, TGFb inhibitor 8.9%, Nrf2 ARE act -0.1% and pAkt inh inactive.
For CC(C)Cn1c(SCC(=O)NC2CC2)nc2ccccc21 the results were CCT modulator 1.5, Abeta rescue -0.4%, HepG2 tox -30.8%, TGFb inhibitor -2.4%, Nrf2 ARE act 4.6% and pAkt inh inactive.
`Cc1c(C)n(Cc2ccc(Cl)cc2)c2ccc(C(=O)N3CCN(c4ccccc4F)CC3)cc12` gave Abeta rescue 1.7%, A549 tox -24.5%, Nrf2 block -26.6%, HepG2 tox -37.6%, TGFb inhibitor 0.0% and Nrf2 ARE act 4.0%.
For Cc1coc2c1c(C)cc1oc(=O)c(CC(=O)NCCCN3CCCC3=O)c(C)c12 the results were MmCpn inh -3.3%, CCT modulator 1.4, Abeta rescue -3.2%, A549 tox -6.1%, Nrf2 block 4.8%, HepG2 tox -3.3%, TGFb inhibitor -1.5%, Nrf2 ARE act -0.9% and pAkt inh inactive.
c1ccc(-c2nn3c(C4CCCCC4)nnc3s2)nc1 was read as MmCpn inh -0.4%, CCT modulator -6.6, Abeta rescue -5.5%, A549 tox -2.4%, Nrf2 block 13.2%, HepG2 tox 5.1%, TGFb inhibitor 12.8%, Nrf2 ARE act 0.3% and pAkt inh inactive.
Screening S=C(NCCN1CCOCC1)NC1CCCC1 returned MmCpn inh 1.7%, CCT modulator -1.1, Abeta rescue 3.2%, A549 tox 14.6%, Nrf2 block 1.4%, HepG2 tox 1.7%, TGFb inhibitor 3.4%, Nrf2 ARE act 2.0% and pAkt inh inactive.
For CC12CCC(C3NC(=S)NN=C31)C2(C)C (stereo not given) the results were CCT modulator 0.3, Abeta rescue -0.8%, A549 tox -5.1%, Nrf2 block 3.0%, HepG2 tox 9.4%, TGFb inhibitor 6.3%, Nrf2 ARE act -0.7% and pAkt inh inactive.
Screening CNC(=O)Nc1ccccc1C(=O)NCc1ccccc1 returned MmCpn inh 0.4%, CCT modulator -0.8, Abeta rescue 13.3%, A549 tox inconclusive, HepG2 tox 7.9%, TGFb inhibitor 0.0%, Nrf2 ARE act 0.2% and pAkt inh inactive.
Screening COc1ccccc1N1CCN(S(=O)(=O)c2c(C)nc3sc(C)c(C)n3c2=O)CC1 returned Abeta rescue -21.3%, A549 tox 8.9%, Nrf2 block -17.5%, HepG2 tox -6.2%, TGFb inhibitor -16.6% and Nrf2 ARE act 0.6%.
For CN1CCN(CC(=O)Nc2nnc(-c3cccs3)s2)CC1 the results were MmCpn inh -4.2%, CCT modulator -1.8, Abeta rescue -11.2%, A549 tox -2.6%, Nrf2 block inconclusive, HepG2 tox 15.6%, TGFb inhibitor 19.4%, Nrf2 ARE act 10.5% and pAkt inh inactive.
Cc1ccc(C(=O)C2CCN(CC(=O)Nc3nc(C)cs3)CC2)cc1 was read as MmCpn inh -3.1%, CCT modulator -0.9, Abeta rescue -11.0%, A549 tox 0.1%, Nrf2 block -3.0%, HepG2 tox -1.2%, TGFb inhibitor inconclusive, Nrf2 ARE act 2.2% and pAkt inh inactive.
Screening O=C(Nc1ccc(Cl)cc1F)c1oc(=O)c2ccccc2c1-c1ccccc1 returned Abeta rescue -6.9%, A549 tox 8.2%, Nrf2 block 1.8%, HepG2 tox -33.8%, TGFb inhibitor -17.7% and Nrf2 ARE act 0.3%.
CN(C(=O)CSc1nc2ccc(NC(=O)c3ccccc3)cc2s1)c1ccccc1 was read as Abeta rescue 3.6%, A549 tox -19.8%, Nrf2 block inconclusive, HepG2 tox 3.9%, TGFb inhibitor -3.0% and Nrf2 ARE act 6.3%.
For CCC(=O)Nc1ccc(C=C(C(C)=O)C(C)=O)cc1 the results were MmCpn inh 0.0%, CCT modulator -3.1, Abeta rescue -7.9%, A549 tox 2.1%, Nrf2 block -1.4%, HepG2 tox 3.2%, TGFb inhibitor 26.6%, Nrf2 ARE act 4.8% and pAkt inh inactive.
Screening CN(C)/C=C(\C=O)c1onc(-c2ccccc2Cl)c1C#N returned MmCpn inh -3.0%, CCT modulator -1.5, Abeta rescue 32.3%, A549 tox -8.9%, Nrf2 block -12.0%, HepG2 tox 9.9%, TGFb inhibitor -1.1%, Nrf2 ARE act 0.1% and pAkt inh inactive.

Screening data as filed in PubChem BioAssay.
